Screening results deposited in PubChem by The Scripps Research Institute Molecular Screening Center.
FBW7 act: FBW7 E3 ligase activators, primary screen, biochemical, AlphaScreen, human | F-box/WD repeat-containing protein 7 (Homo sapiens), Q969H0 | AlphaScreen FBW7–phospho-cyclin E peptide binding, activator screen | hit rate 0.13% among 650,000 | normalized activity (activation), % at 26.1 µM; in the data active = normalized activity above about 1.9%;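 note: purified mutant Fbw7 with reduced substrate affinity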
GPR151 ag: activators of human GPR151, primary screen, cell-based, PathHunter beta-arrestin, luminescence. G-protein coupled receptor 151 (Homo sapiens), Q8TDV0. hit rate 1% among 650,000. PathHunter beta-arrestin GPR151 cells. activation, % at 11.2 µM; in the data active = activation above about 4.9%;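 note: 0% = median of compound wells and 100% = cells with positive control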
Target sequence (Q8TDV0 whole entry, looked up): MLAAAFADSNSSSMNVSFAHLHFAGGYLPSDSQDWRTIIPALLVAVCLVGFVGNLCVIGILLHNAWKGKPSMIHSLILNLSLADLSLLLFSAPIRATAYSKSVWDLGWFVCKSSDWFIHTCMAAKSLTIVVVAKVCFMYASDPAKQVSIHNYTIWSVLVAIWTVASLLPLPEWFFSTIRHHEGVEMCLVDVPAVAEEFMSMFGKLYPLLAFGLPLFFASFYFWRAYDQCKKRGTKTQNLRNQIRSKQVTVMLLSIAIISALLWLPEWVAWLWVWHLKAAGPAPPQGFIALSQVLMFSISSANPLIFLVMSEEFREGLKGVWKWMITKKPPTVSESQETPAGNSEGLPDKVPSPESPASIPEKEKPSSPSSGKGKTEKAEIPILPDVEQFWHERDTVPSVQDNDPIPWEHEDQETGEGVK
MITF inh: MITF inhibitors, primary screen, biochemical, AlphaScreen, human; Microphthalmia-associated transcription factor (Homo sapiens), O75030; AlphaScreen MITF homodimerization, bead proximity signal; inhibition, % at 2.6 µM; hit rate 0.91% among 650,000; AID 1259374, 2018; in the data active = inhibition above about 50%;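 note: 0% = vehicle wells with protein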
Target sequence (O75030 whole entry, looked up): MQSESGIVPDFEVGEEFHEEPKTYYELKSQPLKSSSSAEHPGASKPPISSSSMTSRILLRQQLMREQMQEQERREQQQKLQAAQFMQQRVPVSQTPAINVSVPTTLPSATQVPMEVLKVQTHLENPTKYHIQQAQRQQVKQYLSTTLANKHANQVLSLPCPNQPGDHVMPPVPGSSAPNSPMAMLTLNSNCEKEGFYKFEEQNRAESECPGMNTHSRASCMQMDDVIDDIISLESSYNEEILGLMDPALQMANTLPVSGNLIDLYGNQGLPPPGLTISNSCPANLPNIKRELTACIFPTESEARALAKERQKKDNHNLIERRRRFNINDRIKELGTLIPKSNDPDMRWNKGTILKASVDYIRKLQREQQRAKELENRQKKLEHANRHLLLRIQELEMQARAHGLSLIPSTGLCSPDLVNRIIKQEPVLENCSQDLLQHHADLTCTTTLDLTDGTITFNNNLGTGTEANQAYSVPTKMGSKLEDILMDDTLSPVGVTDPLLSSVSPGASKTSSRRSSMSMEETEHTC
TEAD-YAP inh: TEAD-YAP interaction inhibition, primary screen, TEAD-YAP interaction inhibitor project, luminescence, HEK-TIYL cells; TEAD-Gal4/YAP UAS-luciferase luminescence; inhibition, % at 9.12 µM; hit rate 1.4% among 640,000; AID 1259422, 2018; in the data active = inhibition above about 32%;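 note: 0% = median of test compound wells and 100% = reference inhibitor wells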
* hit, by the source's call.

Screens by letter: A = FBW7 act; B = GPR151 ag; C = MITF inh; D = TEAD-YAP inh
CCN(CC)CCCNCC(=O)N1c2ccccc2Sc2ccccc21
  A: 0.2 | B: -2.1 | C: 8 | D: 40*

CCC(C)c1ccc(NC(=O)C2CCC(=O)N2S(=O)(=O)c2ccc(C)cc2)cc1 (centres undefined)
  A: 0.0 | B: -1.7 | C: -1 | D: -10

O=C(NCCCn1ccnc1)c1c(C(F)(F)F)nc2ccccn12
  A: 0.1 | B: 1.9 | C: 13 | D: 19

CCNC(=O)C1Cc2ccccc2N1C(=O)c1ccc(S(=O)(=O)N2CCCCC2)cc1 (centres undefined)
  A: -0.1 | B: -0.1 | C: 8 | D: 4

CC(=O)C1Oc2ccccc2OC1(C)O (centres undefined)
  A: 0.4 | B: -0.3 | C: 16 | D: 2

CCCCCC(C(=O)O)C(C)CC(=O)Nc1ccc(C(=O)O)cc1 (centres undefined)
  A: -0.1 | B: 0.0 | C: 3 | D: 3

O=C(NOC(=O)c1cccc(I)c1)c1ccc(Cl)cc1
  A: -0.1 | B: 2.0 | C: -9 | D: -6

Cc1ccc(S(=O)(=O)N(CC(=O)N2CCc3ccccc3C2)c2ccc(C)c(C)c2)cc1
  A: -0.3 | B: 3.0 | C: -2 | D: 7

Cc1ccc2nc(-c3cc(NC(=S)NC(=O)c4cc5ccccc5o4)ccc3Cl)oc2c1
  A: 0.3 | B: 0.9 | C: 1 | D: -19

CC(C)[C@H](NC(N)=O)C(=O)NNC(=O)COc1ccccc1Cl
  A: 0.0 | B: 0.6 | C: 5 | D: 6

O=c1c(=O)n(-c2ccccc2)ccn1Cc1ccccc1Cl
  A: 0.6 | B: -0.7 | C: 10 | D: 6

O=C1c2ccc(Oc3cccc([N+](=O)[O-])c3)cc2C(=O)N1CC1CCCO1 (centres undefined)
  A: -0.6 | B: 2.8 | C: 2 | D: 4

CC(=O)N1CCN=C1SCc1cccc(C(F)(F)F)c1
  A: 0.0 | B: -1.7 | C: -2 | D: 8

CCOc1ccc(CC(=O)NNC(=S)Nc2ccc3c(c2)OCO3)cc1OCC
  A: 0.2 | B: 0.8 | C: 9 | D: 6

C[C@@H]1NC(=O)[C@@H]2C[C@H](NC(=O)Nc3c(Cl)cccc3Cl)CN2C1=O
  A: -0.1 | B: 0.9 | C: -4 | D: -11

N#Cc1cc2cc3c(cc2nc1NCCNC(=O)c1ccc(Br)cc1)OCO3
  A: 0.1 | B: -0.8 | C: -7 | D: -9

COCCCNC(=O)/C(C#N)=C/c1cc(C)n(-c2ccccc2)c1C
  A: -0.1 | B: 0.7 | C: 10 | D: 40*

CCOc1cc(C(=O)N2CCC3(CC2)CC(=O)c2ccccc2O3)cc(OCC)c1OCC
  A: -0.1 | B: 2.9 | C: -3 | D: -3

CCOC(=O)c1ccc(NC(=O)CSc2ncnc3ccccc23)cc1
  A: -0.1 | B: -1.9 | C: 18 | D: 3

CCc1ccc(NC(=O)Cn2nnc(-c3c(F)cccc3Cl)n2)cc1
  A: 0.0 | B: 0.7 | C: -2 | D: -8

CC(C)(C)NC(=O)CN1C(=O)N2CCN=C2c2ccccc21
  A: -0.1 | B: 0.2 | C: -8 | D: 2

O=C(C1=C(O)C(=O)N(CCCN2CCOCC2)C1c1ccncc1)c1cccs1 (centres undefined)
  A: 0.2 | B: -1.3 | C: 13 | D: 12

O=c1c2ccccc2c(-c2ccccc2)nn1CCc1ccccn1
  A: -0.1 | B: -0.6 | C: 8 | D: -11

COc1ccc(NC2=NS(=O)(=O)c3ccccc32)cc1Cl
  A: 0.4 | B: -1.0 | C: 7 | D: -4

Clc1ccc2c(c1)Nc1ccccc1CC2
  A: 0.0 | B: 1.7 | C: -2 | D: -15

COc1cc(/C=C2/C(=O)NC(=S)N(c3ccccc3)C2=O)ccc1O
  A: 0.1 | B: -0.6 | C: 4 | D: 3

CCC1CCCCN1C(=O)c1c[nH]c2ccc(S(=O)(=O)N(C)c3ccc(Cl)cc3)cc2c1=O (centres undefined)
  A: -0.1 | B: 2.3 | C: -11 | D: 6

CN1CCN(c2ncc(-c3cccs3)n3ccnc23)CC1
  A: -0.6 | B: -0.2 | C: -14 | D: -67

Cc1ccc(S(=O)(=O)C2(C(=O)N(C)Cc3ccccc3)CC2)cc1
  A: 0.2 | B: 0.1 | C: -6 | D: 6

O=C(CN(Cc1ccccc1)C(=O)c1cnsn1)NC1CCCC1
  A: 0.0 | B: -0.2 | C: 7 | D: 1

COc1ccc(NC(=O)c2ccc3c(=O)n(-c4cc(C(F)(F)F)ccc4Cl)c(=S)[nH]c3c2)cc1Cl
  A: 0.0 | B: 1.6 | C: -5 | D: -11

CCCCc1nc(SCCN2CCCC2)c2c(=O)n(C)c(=O)n(C)c2n1
  A: 0.1 | B: -0.1 | C: -9 | D: -1

CC(=O)Nc1ccc(NC(=O)CSc2ccc3nnc(-c4cccnc4)n3n2)cc1
  A: 1.1 | B: -0.8 | C: -2 | D: -9

CCC1C(=O)CN1S(=O)(=O)c1ccc(C)cc1 (centres undefined)
  A: -0.1 | B: 2.3 | C: 5 | D: -1

COc1ccc2oc(=O)c(/C(C)=N/O)cc2c1
  A: -0.1 | B: -1.1 | C: 3 | D: 0

O=c1c2ccccc2nc(SCc2ccc(Cl)cc2)n1Cc1ccccc1
  A: 0.1 | B: -0.2 | C: -1 | D: 4

CC(Sc1n[nH]c(N)n1)C(=O)OC1CCCCC1 (centres undefined)
  A: 0.2 | B: 10.0* | C: 16 | D: 2

Cc1sc2ncc(C(=O)NOC(C)(C)C)c(=O)n2c1C
  A: -0.2 | B: 0.1 | C: 9 | D: -8

CCCN(CCC)S(=O)(=O)c1ccc(C(=O)Nc2sc3c(c2C(N)=O)CCN(C(C)=O)C3)cc1
  A: 0.2 | B: -0.1 | C: 13 | D: 2

CCOc1ccc(S(=O)(=O)N2CCCCCC2)cc1C
  A: 0.0 | B: 0.0 | C: -13 | D: -9

COc1cccc(S(=O)(=O)Nc2ccc(Cl)c(C(F)(F)F)c2)c1
  A: -0.1 | B: 7.1* | C: 3 | D: 1

Cc1ccc(C)c(OCc2cc(C(=O)NCc3cn4cc(C)sc4n3)no2)c1
  A: 0.0 | B: -0.9 | C: 2 | D: -24

CCOc1ccc(OCCN2C(=O)NC3(CCC(C)CC3)C2=O)cc1 (centres undefined)
  A: 0.6 | B: 1.5 | C: 5 | D: 0

O=C1COc2cc(S(=O)(=O)NCc3ccccc3Cl)ccc2N1
  A: 0.2 | B: 0.7 | C: 0 | D: -4

Cc1cccc(OCC(=O)OC(C)CN2CCOCC2)c1 (centres undefined)
  A: -0.1 | B: -0.4 | C: -13 | D: -1

COc1ccc(C(F)(F)F)cc1NC(=O)c1nc2ncccn2n1
  A: 0.0 | B: -1.0 | C: -12 | D: -2

O=C(O)COc1ccccc1/C=C1\C(=O)Nc2ccc(Br)cc21
  A: -0.2 | B: 2.1 | C: 10 | D: 1

O=C(COC(=O)CC1Sc2ccccc2NC1=O)NC1CCCC1 (centres undefined)
  A: -0.1 | B: 0.5 | C: -2 | D: -5

COc1cc(C(=O)Nc2ccc(N3CCN(C(C)=O)CC3)cc2)cc(OC)c1OC
  A: 0.7 | B: 0.1 | C: 14 | D: -10

Cc1ccc(N2CCN(C(=O)c3ccc([N+](=O)[O-])cc3)CC2)cc1C
  A: -0.3 | B: 2.9 | C: 11 | D: 5

Cc1cc(C(=O)N(Cc2ccccn2)c2nc3c(C(C)C)cccc3s2)no1
  A: 0.4 | B: -0.3 | C: -4 | D: -21

COC(=O)N/N=C/c1ccccc1Oc1nc(OC)cc(OC)n1
  A: 0.1 | B: -0.9 | C: 11 | D: -1

CC(C(=O)O)c1ccc(NC(=O)OC(C)(C)C)cc1 (centres undefined)
  A: 0.0 | B: -1.3 | C: -4 | D: 32*

N#Cc1ccc(OCC(O)CNCCCN2CCCC2=O)cc1 (centres undefined)
  A: -0.1 | B: -0.9 | C: 51* | D: -3

O=C(COc1ccccc1)Nc1nnc(SCC(=O)c2cccc([N+](=O)[O-])c2)s1
  A: -0.3 | B: 0.2 | C: -1 | D: 3

CC1(C)C2CCC1(CS(=O)(=O)Nc1cc(C(=O)NCc3ccco3)ccc1N1CC3CC(C1)c1cccc(=O)n1C3)C(=O)C2 (centres undefined)
  A: -0.1 | B: 0.8 | C: 5 | D: -9

c1cncc(-c2nc(NCCCN3CCOCC3)c3c4c(sc3n2)CCC4)c1
  A: 0.1 | B: 2.0 | C: -5 | D: 2

CCC(=O)NC(=S)Nc1ccc(Cl)c([N+](=O)[O-])c1
  A: 0.0 | B: -1.0 | C: 8 | D: -4

NC(=O)c1oc2ccccc2c1NC(=O)c1ccc(Cl)cc1Cl
  A: -0.1 | B: 0.8 | C: -4 | D: -1

CC(=O)C1=C(c2ccc([N+](=O)[O-])cc2)N(C(C)=O)n2c(nnc2-c2ccc(C)cc2)S1
  A: 0.0 | B: -0.4 | C: -1 | D: 0

(listing goes on)
Screens by letter: A = FBW7 act; B = GPR151 ag; C = MITF inh; D = TEAD-YAP inh
CCN(CC)C(=O)C1CCCN(c2cc(Nc3ccc(N4CCOCC4)cc3)nc(N)n2)C1 (centres undefined)
  A: -0.1 | B: 0.6 | C: 11 | D: 5

CCOC(=O)c1c(C)[nH]c2ccc(OC)cc12
  A: 0.0 | B: -1.0 | C: 22 | D: 11

CC(=O)c1ccc(NC(=O)CSc2nc(-c3ccccc3Cl)ns2)cc1
  A: -0.1 | B: 0.3 | C: 1 | D: 13

COc1ccc(N(CC(=O)Nc2cc(Cl)ccc2C)S(C)(=O)=O)cc1OC
  A: 0.1 | B: 1.7 | C: 15 | D: -1

Cc1nn(CCCC(=O)N2CCCc3ccccc32)c(C)c1[N+](=O)[O-]
  A: 0.1 | B: 0.5 | C: 0 | D: -1

CCN1CCN(CCCOc2ccc(-c3ccccc3)cc2)CC1
  A: -0.4 | B: 0.7 | C: 5 | D: -34

COc1ccc(CCNc2nc(-c3ccc(N4CCOCC4)nc3)nc3c2ncn3C2CCCCC2)cc1
  A: 0.0 | B: -1.1 | C: 6 | D: 3

COc1cc(C(=O)Nc2nnc(CC(=O)NCc3ccccc3)s2)cc(OC)c1OC
  A: 0.1 | B: -1.8 | C: 28 | D: -6

Cc1ccc(/C=c2\sc3nc(-c4ccco4)nn3c2=O)cc1
  A: 0.0 | B: 3.0 | C: 1 | D: 8

CCn1cc(C(=O)O)c(=O)c2cc(F)c(N3CCN(C(=O)c4ccncc4)CC3)cc21
  A: -0.2 | B: -0.2 | C: 3 | D: 1

Cc1cc(C)nc(NNc2ncnc(N)c2[N+](=O)[O-])n1
  A: 0.0 | B: -1.1 | C: 11 | D: 7

CCCN1CCC2(CC1)NC(=O)N(CC(=O)Nc1ccc(OC)cc1OC)C2=O
  A: -0.1 | B: 1.0 | C: 21 | D: 1

CCN(CC)C(=O)C1=CC2([N+](=O)[O-])CN(CC(=O)O)CC([N+](=O)[O-])(C1)C2 (centres undefined)
  A: 0.1 | B: 2.1 | C: 9 | D: -1

COCCn1c(C(C)O)nc2ccccc21 (centres undefined)
  A: 0.3 | B: -0.3 | C: 12 | D: 5

COc1ccc(-c2nc3c(NCc4ccccc4)ncnc3n2C(C)C)cc1
  A: -0.1 | B: -1.4 | C: -3 | D: -13

COC(=O)CCN1CCN(S(=O)(=O)c2ccccc2Br)CC1
  A: -0.3 | B: 0.2 | C: 85* | D: 7

NNC(=O)CSc1nc2cccnc2s1
  A: -1.3 | B: 5.1* | C: -15 | D: 2
